TRPC6 act = activates the mouse TRPC6 cation channel; Q61143; HEK293-TRPC6 membrane potential dye fluorescence; active compounds read high; B-score at 10 µM; hit rate 0.13% among 310,000; AID 2550;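 active = B-score of the integrated fluorescence ratio above library mean plus 3 SD, and starting fluorescence ratio within library mean plus 5 SD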;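 also: higher score means more depolarization so channel activation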
Platelet DG rel = modulates dense granule release in human platelets; hit rate 0.22% among 300,000; inhibition, %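 (compounds screened at 7.5 µM in platelet-rich plasma)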; human platelet-rich plasma, SFLLRN dense granule ATP release, luminescence;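 active = mean replicate score, as percent of positive control, at or above 50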
RGS4 pot = RGS4 potentiation or activation; hit rate 0.92% among 310,000; B-score at 10 µM; HEK293 M3R/inducible RGS4, carbachol calcium flux Fluo4; active compounds read low;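 active = B-score of the integrated calcium signal more than 4 SD below the library mean, with starting fluorescence not abnormally high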;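 also: negative B-score means reduced calcium response which marks RGS4 activation or potentiation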
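Also added: carbachol at ECmax as muscarinic agonist stimulus; Assay system: HEK293 cells with stable M3R and inducible RGS4; Timing: overnight RGS4 induction, 30 min dye load 37 °C, 20 min compound RT; Measured by: Fluo4-AM (2 µM) calcium-flux fluorescence, kinetic read.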
TRPC4 block = blocks the mouse TRPC4 cation channel. AID 2247. HEK293 TRPC4beta/mu-opioid, DAMGO-evoked Fluo4 calcium flux; active compounds read low. hit rate 0.39% among 300,000. Q9QUQ5. B-score at 10 µM;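 active = B-score over 3 SD under the library average, no early fluorescence shift, positive overall ratio signal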
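System: stable TRPC4beta/mu-opioid receptor HEK293 cells; Dosing: single-point compound dosing; Measured by: Fluo4 Ca2+ flux fluorescence; Read-out basis: per-well B score of integrated baseline-normalized Fluo4 ratio.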
HIF activator = HIF pathway transcriptional activation; hit rate 0.32% among 300,000; U2OS HRE-luciferase reporter, luminescence; normalized: DMSO 0%, desferrioxamine 100%; activation, % at 7.5 µM (by protocol);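 active = mean activation of at least 10% of the iron chelator positive control signal, with at least half of replicates also reaching 10%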
RGS4 block = inhibitors of human RGS4; P49798; B-score at 10 µM; HEK293 M3R/RGS4 inducible, Fluo-4 calcium flux; active compounds read high; triggered by carbachol at its EC20; hit rate 0.45% among 310,000; AID 463165;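 active = B-score, a plate-corrected calcium signal, over three deviations above library mean, with baseline fluorescence within five deviations of library mean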;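 also: RGS4 expression induced by doxycycline in cells with stable M3 receptor; B-score is computed from the integrated fluorescence ratio over baseline after carbachol; higher B-score means a larger calcium signal and so more RGS4 inhibition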
Target sequence (P49798 whole entry, looked up): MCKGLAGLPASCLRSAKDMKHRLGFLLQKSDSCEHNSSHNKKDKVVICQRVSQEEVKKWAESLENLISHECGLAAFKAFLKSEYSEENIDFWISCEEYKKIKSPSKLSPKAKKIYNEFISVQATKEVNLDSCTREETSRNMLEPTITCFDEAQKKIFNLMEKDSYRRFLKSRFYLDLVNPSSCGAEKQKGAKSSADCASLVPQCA
SKKanGAS inh = inhibitors of SKKanGAS S. pyogenes growth in kanamycin (SK-promoter or general growth effect); BacTiter-Glo, 6 h; inhibition, % at 7.5 µM; hit rate 1.3% among 300,000;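 active = mean replicate score, as percent of positive control median, at least 50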;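 also: strain carries kanamycin resistance gene driven by streptokinase promoter and grows in 40 µg/ml kanamycin; loss of luminescence reflects streptokinase promoter inhibition or plain growth inhibition; 0% = median of DMSO wells and 100% = positive control at its reference dose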
MrgX1 antag = antagonists of human MrgX1 receptor. AID 588676. hit rate 1.3% among 310,000. Q96LB2. MRGX1-HEK293 calcium flux, Fluo-4, BAM8-22 antagonism; active compounds read low. B-score at 10 µM;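 active = calcium-response B-score plate-corrected more than 3 library SD below zero, starting fluorescence within 5 deviations, no agonist response on first addition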;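 also: peak minus trough fluorescence over baseline after final BAM8-22 challenge near maximal dose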
Target sequence (Q96LB2 whole entry, looked up): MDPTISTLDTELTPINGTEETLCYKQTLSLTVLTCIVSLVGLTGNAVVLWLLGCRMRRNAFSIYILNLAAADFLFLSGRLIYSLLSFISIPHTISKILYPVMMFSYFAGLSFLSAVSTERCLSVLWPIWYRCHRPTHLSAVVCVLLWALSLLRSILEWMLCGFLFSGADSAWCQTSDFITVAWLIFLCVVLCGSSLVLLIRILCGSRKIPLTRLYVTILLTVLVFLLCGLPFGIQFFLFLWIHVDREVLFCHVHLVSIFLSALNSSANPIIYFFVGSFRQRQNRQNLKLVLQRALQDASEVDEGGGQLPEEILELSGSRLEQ
MrgX1 PAM = allosterically activates human MrgX1 receptor signaling; Q96LB2; MrgX1-HEK293, Fluo-4 calcium flux, FDSS; active compounds read high; B-score at 10 µM; hit rate 0.63% among 310,000; AID 588675;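 active = plate-corrected calcium response at least 3 library SD above typical, normal starting fluorescence, not activating the receptor alone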;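 also: compound read alongside a low EC10 to EC30 dose of BAM8-22 agonist; peak minus trough fluorescence over baseline measured at the second addition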
TRPC6 inhibitor = mouse TRPC6 channel inhibition. Q61143. HEK293-TRPC6, membrane potential dye, ACh-evoked depolarization; active compounds read low. B-score at 10 µM. hit rate 1.1% among 310,000;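 active = B-score under library mean minus 3 SD, initial fluorescence not abnormally high, positive integrated signal ratio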;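 also: B-score derived from integrated fluorescence ratio over the kinetic read; more negative B-score means stronger inhibition of depolarization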
MrgX1 agonist = human MrgX1 receptor agonism, primary screen. Q96LB2. B-score at 10 µM. MrgX1-HEK293 cells, Fluo-4 calcium fluorescence, agonist mode; active compounds read high. AID 588627. hit rate 0.44% among 310,000;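 active = calcium response B-score plate-corrected fluorescence ratio at least 3 library SD, with starting fluorescence B-score inside 5 SD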
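System: HEK293 cells stably expressing human MrgX1 receptor; Dosing: test compound in the initial addition of three; Schedule: overnight plating, then 30 min 37 °C plus 30 min room-temperature dye loading; Detection: kinetic calcium dye fluorescence, Fluo-4 NW; Controls: per-plate positive and negative controls for Z′ factor.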
Starred values were filed as active, the others as inactive; i = inactive; . = not tested or not shown.

Each structure is followed by: TRPC6 act, Platelet DG rel, RGS4 pot, TRPC4 block, HIF activator, RGS4 block, SKKanGAS inh, MrgX1 antag, MrgX1 PAM, TRPC6 inhibitor, MrgX1 agonist
- O=C(NCc1ccco1)C(c1ccccc1)N(C(=O)Cc1cccs1)c1cccnc1 (centres undefined)
 : i, 3, i, i, 0.0, i, 1, i, i, i, i
- CSc1ccccc1NC(=O)CN(C)Cc1cccc(Cl)c1
 : i, 5, i, i, 0.6, i, 12, i, i, i, i
- Cc1ccc(CN2CCN(Cc3cnc(C)s3)CC2CCO)o1 (centres undefined)
 : i, 1, i, i, -0.1, i, -1, i, i, i, i
- Cc1ccc(C(=O)O)cc1NC(=O)C1=CSCCO1
 : i, -5, i, i, -0.2, i, 0, i, i, i, i
- Cc1nc(NC(=O)c2ccccc2)sc1-c1csc(Nc2cccc(Cl)c2)n1
 : i, 4, i, i, 1.1, i, 20, i, i, i, i
- COc1ccc2cc(C(=O)N3CCCCCC3)sc(=O)c2c1OC
 : i, -6, i, i, -0.6, i, -1, i, i, i, i
- CC(=O)NC(N(C#N)c1nc(Cl)nc(N(C)C)n1)C(Cl)(Cl)Cl (centres undefined)
 : i, 4, i, i, -0.4, i, 0, i, i, i, i
- Cc1ccc(CNS(=O)(=O)c2ccc3c(c2)NC(=O)CS3)cc1
 : i, -5, i, i, 0.2, i, -4, i, i, i, i
- CC(=O)c1cccc(OCCN2C(=O)NC(C)(C)C2=O)c1
 : i, -6, i, i, -0.6, i, -3, i, i, i, i
- O=C(CN(C(=O)Cn1nnc(-c2ccc(F)cc2)n1)c1cccc(F)c1)NC1CCCC1
 : i, -5, i, i, 0.1, i, 1, i, i, i, i
- CC(=O)NCCNC(=O)c1ccc(CSc2ccc(Cl)cc2)cc1
 : i, 8, i, i, 5.1, i, 20, i, i, i, i
- N#Cc1ccc(-c2csc(-c3ccno3)n2)cc1
 : i, 5, i, i, -0.4, i, -4, i, i, i, i
- CCN(CC(=O)Nc1c(F)cccc1F)C(=O)COc1ccc2c(c1)CCC2
 : i, -2, i, i, 0.8, i, -10, i, i, i, i
- CCC(SC1=Nc2ccccc2C2=NC(CC(C)C)C(=O)N12)C(=O)Nc1ccc2c(c1)OCO2 (centres undefined)
 : i, -1, i, i, 2.4, i, 17, i, i, i, i
- O=C(CSc1nnc2c(n1)[nH]c1ccc(F)cc12)N1CCOCC1
 : i, -2, i, i, 0.4, i, 2, i, i, i, i
- COc1cccc(C(=O)Nc2c(C(N)=O)oc3ccccc23)c1
 : i, -29, i, i, -0.4, i, -6, i, i, i, i
- CCC(=O)Nc1c(C#N)c2nc3ccccc3nc2n1-c1ccccc1C
 : i, -9, i, i, -0.4, i, -8, i, i, i, i
- Cc1nn(CC(=O)NCCCN2CCCCC2)c(=O)c2cccn12
 : i, 4, i, i, -0.3, i, -4, i, i, i, i
- C#CCOCCOCCOCCNc1nc(N2CCN(C(=O)[C@H](Cc3cc4ccccc4[nH]3)n3cc([C@@H](N)C(C)CC)nn3)CC2)nc(N2CCN(C(=O)[C@H](Cc3cc4ccccc4[nH]3)n3cc([C@@H](N)CC(C)C)nn3)CC2)n1 (some centres undefined)
 : i, 4, i, i, 0.6, i, 4, i, i, i, i
- CCOC(=O)c1c(C)n(C)c2ccc(OCC(O)CNCCc3ccccc3)cc12 (centres undefined)
 : i, -5, i, i, -20, i, 5, i, i, i, i
- CCOc1ccc(CN2CCCC(CO)(Cc3ccccc3F)C2)cc1 (centres undefined)
 : i, -4, i, i, -2.8, i, -2, i, i, i, 64*
- COc1ccc(C(=O)N2CCN(S(=O)(=O)c3ccc(C)cc3C)CC2)cc1OC
 : i, 18, i, i, -0.2, i, -4, i, i, i, i
- O=C(O)C(c1ccccc1)N1C(=O)c2ccccc2C1=O (centres undefined)
 : i, 6, i, i, -0.2, i, -5, i, i, i, i
- Cc1cccc(NC(=O)CSCC(=O)Nc2ccc(S(=O)(=O)N3CCCC3)cc2)c1
 : i, -6, i, i, 0.2, i, -3, i, i, i, i
- CC(C)N(Cc1nc(-c2ccc(Cl)cc2)no1)C(=O)CCCN1C(=O)c2ccccc2C1=O
 : i, 7, i, i, -0.2, i, -5, ., ., i, .
- Cc1ccc(NC(=S)NC(C)(C)C)c([N+](=O)[O-])c1
 : i, -6, i, i, 0.8, i, -14, i, i, i, i
- CCN(CC)C(=O)c1sc(N)c(C(=O)OC(C)C)c1C
 : i, -8, i, i, 0.2, i, -5, i, i, i, i
- Cc1coc(C)c1C(=O)CC1(O)C(=O)N(CCc2ccccc2)c2ccccc21 (centres undefined)
 : i, 5, i, i, 0.2, i, 6, i, i, i, i
- Cc1cccc(C(=O)c2cn[nH]c2-c2ccccc2O)c1
 : i, 13, i, i, -2.9, i, 0, i, i, i, i
- COc1ccc(N2CCN(C(c3cc4ccc(C)cc4[nH]c3=O)c3nnnn3C3CCCC3)CC2)cc1 (centres undefined)
 : i, 0, i, i, 0.0, i, 7, i, i, i, i
- Cc1ccc(S(=O)(=O)Cn2cnnn2)cc1
 : i, 1, i, i, -0.3, i, 14, i, i, i, i
- COC(=O)c1cc(Br)c(=O)n(Cc2ccncc2)c1
 : i, -2, i, i, 0.1, i, 8, i, i, i, i
- CC1(C)CC(=O)C2=C(C1)NC(Nc1nc3ccccc3o1)=NC21CCCC1
 : i, -1, i, i, 0.1, i, 0, i, i, i, i
- COc1cccc(COc2ccc3ccc(=O)oc3c2)c1
 : i, 1, i, i, 1.6, i, -1, i, i, i, i
- CCOC(=O)c1sc(=S)n(-c2ccccc2)c1NC(C)=O
 : i, -9, i, i, -0.2, i, -14, i, i, i, i
- COCCSc1nnc(NC(=O)C2CCCCC2)s1
 : i, -3, i, i, 0.8, i, -2, i, i, i, i
- Cc1nn(C)c(C)c1NC(=O)CSc1nc(Cc2ccccc2)nc2c1cnn2-c1ccccc1
 : i, -2, i, i, 0.2, i, -13, i, i, i, i
- CC(C)CCn1c(=O)c2ccccc2n2c(=S)[nH]nc12
 : i, -3, i, i, -0.1, i, 7, i, i, i, i
- Cc1nnnn1CC(=O)Nc1cccc([N+](=O)[O-])c1
 : i, 3, i, i, -0.8, i, 1, i, i, i, i
- Cn1c(=O)c2c(nc(SCC(=O)NCc3ccc4c(c3)OCO4)n2Cc2ccc(F)cc2)n(C)c1=O
 : i, 5, i, i, 0.4, i, -6, i, i, i, i
- CCN(CC(=O)Nc1c(F)cccc1F)C(=O)/C=C/c1ccc(OCC#N)c(OC)c1
 : i, 13, i, i, -0.3, i, -6, i, i, i, i
- COc1ccccc1NC(=O)CNS(=O)(=O)c1ccccc1
 : i, -11, i, i, 0.4, i, 1, i, i, i, i
- Cc1cccc(N2CCN(C(=O)COc3cc(=O)n(C)c4ccccc34)CC2)c1C
 : i, -4, i, i, -0.2, i, -2, i, i, i, i
- O=C(O)CCCCCNS(=O)(=O)c1ccc2c(c1)OCCO2
 : i, 1, i, i, -0.1, i, -12, i, i, i, i
- CN(C(=O)CCN1C(=O)/C(=C/c2ccccc2)SC1=S)C1CCS(=O)(=O)C1 (centres undefined)
 : i, -4, i, i, 0.2, i, 1, i, i, i, i
- O=C(Cn1c(=O)n(CC(=O)NCc2ccccc2)c2ccccc21)NCc1ccccc1
 : i, -2, i, i, -0.1, i, -4, i, i, i, i
- CC(C)N=C1SC(CC(=O)Nc2ccccc2)C(=O)N1C(C)C (centres undefined)
 : i, 3, i, i, 0.1, i, 8, i, i, i, i
- Cc1ccccc1SCC(=O)OCC(=O)NCCNC(=O)COC(=O)CSc1ccccc1C
 : i, 28, i, i, -0.1, i, 15, i, i, i, i
- CCOc1ccc(-c2nc(-c3ccccc3C)no2)cc1
 : i, 3, i, i, 1.8, i, 7, i, i, i, i
- Cc1cccc(C)c1N1C(=O)CN(Cc2ccccc2)C1=S
 : i, 2, i, i, 0.3, i, 15, i, i, i, i
- C/C(=N\Nc1cc(N2CCCCC2)nc(C)n1)c1ccc(Br)cc1
 : i, -2, i, i, 2.9, i, 82*, i, i, i, i
- Cc1cccc(NC(=O)c2c([N+](=O)[O-])c(C(C)(C)C)nn2C)c1
 : i, -5, i, i, 0.1, i, -8, i, i, i, i
- CC(=O)c1c(N2CCOCC2)nc(=S)n(-c2cc(C)ccc2C)c1C
 : i, 5, i, i, -27, i, -3, i, i, i, i
- CCOC(=O)CNC(=O)c1ccc(Cl)s1
 : i, 2, i, i, 0.4, i, -5, i, i, i, i
- COc1ccc(Nc2nc(C)nc3sc4c(c23)CCC4)cc1O
 : i, -2, i, i, 2.6, i, -9, i, i, i, i
- CCCCN(Cc1ccco1)C(=O)C1CCCN(c2ncnc3c2nc2n3CCCCC2)C1 (centres undefined)
 : i, -2, i, i, -0.1, i, -9, i, i, i, i
- c1ccc(-c2[nH]ncc2-c2nc3ccccc3[nH]2)cc1
 : i, 7, i, i, -0.4, i, -1, -5.9*, i, i, i
- COc1ccc(N(Cc2ccccc2)C(=O)c2ccccc2[N+](=O)[O-])cc1
 : i, -6, i, i, 0.3, i, -10, i, i, i, i
- COC(=O)[C@@]12CCCCN1[C@H](c1ccc(-c3cccc(Cl)c3)c(OC)c1)[C@@H]1C(=O)N(C)C(=O)[C@@H]12
 : i, -13, i, i, -2.3, i, 43, i, i, i, i
- Cc1[nH]c2ccc(C(=O)N3CCN(C)CC3)cc2c1C
 : i, -5, i, i, 0.4, i, -3, i, i, i, i
- CCCNC(=O)Nc1ccc2c(c1)nc(C)n2C
 : i, 1, i, i, 2.0, i, 10, i, i, i, i
- O=C(Nc1c2c(nc3ccccc13)CCCC2)c1cccc([N+](=O)[O-])c1
 : i, -1, i, i, -1.0, i, 7, i, i, i, i
- C=CCNC(=O)c1cc(-c2cccnc2)nc2ccccc12
 : i, -3, i, i, -0.4, i, -6, i, i, i, i
